From PubChem
Mtb BioA inh: blocks M. tuberculosis BioA enzyme activity; purified M. tuberculosis BioA enzyme, plate reader; inhibition, % at 9.99 µM; 360,000 tested, 0.096% active; in the data active means inhibition above about 40%
* = called active by the depositor.

SMILES	Mtb BioA inh
CC(C)NC(=O)Nc1ccc2c(c1)C(=O)N([C@@H](C)CO)C[C@@H](C)[C@@H](CN(C)C(=O)Nc1ccc(F)cc1)OCCCC[C@@H](C)O2	-1.0
C/C=C/c1ccc([C@H]2[C@@H](CO)N(C(=O)Cc3ccccn3)[C@H]2C#N)cc1	-2.6
C[C@@H]1CN([C@@H](C)CO)C(=O)c2cccc(NC(=O)Nc3cccc4ccccc34)c2O[C@H]1CN(C)S(=O)(=O)c1cccs1	-1.1
C[C@@H](NC(=O)[C@H]1[C@H](CO)[C@H]2Cn3c(cccc3=O)[C@@H]1N2C(=O)C1CC1)c1ccccc1	-0.5
C[C@@H]1CN([C@H](C)CO)C(=O)Cc2cc(NC(=O)CCN3CCOCC3)ccc2O[C@H]1CN(C)S(=O)(=O)c1cn(C)cn1	-1.8
C[C@@H]1CN([C@H](C)CO)S(=O)(=O)c2ccc(-c3ccncc3)cc2O[C@@H]1CN(C)Cc1cncnc1	0.8
C[C@@H]1CN([C@@H](C)CO)C(=O)c2cc(NC(=O)Nc3cccc4ccccc34)ccc2O[C@@H]1CN(C)C	1.0
Cc1ccc(S(=O)(=O)Nc2ccc3c(c2)C(=O)N([C@H](C)CO)C[C@H](C)[C@@H](CN(C)C(=O)Nc2c(C)noc2C)OCCCC[C@@H](C)O3)cc1	1.0
CC=Cc1ccc2n(c1=O)C[C@H]1[C@H](CO)[C@@H](C(=O)N3CCOCC3)N(Cc3ccccc3OC)[C@@H]21 (mixture of isomers)	0.0
C[C@@H]1CN([C@@H](C)CO)C(=O)c2cccc(NS(=O)(=O)c3ccc(Cl)cc3)c2O[C@@H]1CN(C)S(=O)(=O)c1cn(C)cn1	-1.3
C[C@H](CO)N1C[C@H](C)[C@@H](CN(C)S(=O)(=O)c2cn(C)cn2)Oc2c(NC(=O)Nc3cccc4ccccc34)cccc2C1=O	-1.1
O=S(=O)(c1ccccc1)N1CC[C@@H]2[C@H](CO)Nc3ccc(Br)cc3[C@@H]21	4.9
CN(C)C(=O)[C@@H]1[C@@H](CO)[C@@H]2Cn3c(ccc(C4=CCCC4)c3=O)[C@H]1N2CC1CC1	-1.1
C[C@@H]1CN([C@@H](C)CO)C(=O)c2cc(NC(=O)CCCN(C)C)ccc2O[C@@H](C)CCCCO[C@@H]1CN(C)C(=O)NC1CCCCC1	1.3
CCC(=O)N[C@@H]1C=C[C@@H](CC(=O)NCc2cc(F)cc(F)c2)O[C@@H]1CO	-2.4
COc1ccc(CN2C[C@@H](O)COC[C@@H]3O[C@@H](CC(=O)N4CCc5ccccc5C4)CC[C@H]32)cc1	1.8
C[C@@H]1CN([C@@H](C)CO)C(=O)c2cc(NC(=O)NC3CCCCC3)ccc2O[C@@H](C)CCCCO[C@@H]1CN(C)C(=O)CCCN(C)C	3.1
COc1ccccc1-c1ccc2c(c1)[C@H]1[C@H](CCN1C(=O)CN1CCOCC1)[C@H](CO)N2C	5.5
C[C@@H]1CN([C@H](C)CO)C(=O)c2cc(NS(=O)(=O)c3ccc(Cl)cc3)ccc2O[C@@H]1CN(C)Cc1ccc(C(F)(F)F)cc1	0.7
CC(C)CC#Cc1cnc2c(c1)C(=O)N([C@@H](C)CO)C[C@H](C)[C@H](CN(C)C(=O)c1ccc3c(c1)OCO3)O2	-3.3
CCCC#Cc1cnc2c(c1)C(=O)N([C@@H](C)CO)C[C@@H](C)[C@@H](CN(C)Cc1ccccc1F)O2	2.1
CCCC#Cc1cnc2c(c1)C(=O)N([C@@H](C)CO)C[C@@H](C)[C@@H](CN(C)Cc1ccncc1)O2	0.2
CC(C)C#Cc1ccc2c(c1)O[C@H](CN(C)C(=O)c1cccc(F)c1)[C@@H](C)CN([C@@H](C)CO)S2(=O)=O	17
CO[C@H]1CN(C)C(=O)c2cc(NC(C)=O)ccc2OC[C@@H](C)N(CC2CCCCC2)C[C@H]1C	-0.6
CCCC#Cc1ccc2c(c1)O[C@@H](CN(C)Cc1cccnc1)[C@H](C)CN([C@H](C)CO)S2(=O)=O	-3.7

Individual results from the entries so far.
`C[C@@H]1CN([C@H](C)CO)C(=O)c2cc(NS(=O)(=O)c3ccc(Cl)cc3)ccc2O[C@@H]1CN(C)Cc1ccc(C(F)(F)F)cc1` – Mtb BioA inh = 0.7
`CC(C)CC#Cc1cnc2c(c1)C(=O)N([C@@H](C)CO)C[C@H](C)[C@H](CN(C)C(=O)c1ccc3c(c1)OCO3)O2` – Mtb BioA inh = -3.3

Next part
SMILES	Mtb BioA inh
C[C@@H]1CN([C@H](C)CO)C(=O)c2cccc(NC(=O)Nc3ccc(C(F)(F)F)cc3)c2O[C@@H]1CN(C)S(=O)(=O)c1ccc(F)cc1	7.5
O=C(C[C@@H]1CC[C@H]2[C@@H](COC[C@@H](O)CN2Cc2cccc(C(F)(F)F)c2)O1)NCc1ccccc1	1.3
CN1C[C@H](O)COC[C@@H]2O[C@H](CC(=O)NC3CCCC3)CC[C@H]21	-1.7
C[C@@H]1CN([C@H](C)CO)C(=O)c2cccc(NC(=O)c3cnccn3)c2O[C@@H]1CN(C)S(=O)(=O)c1cccs1	-3.0
C[C@@H]1CCCCO[C@H](CN(C)Cc2ccc3c(c2)OCO3)[C@@H](C)CN([C@@H](C)CO)C(=O)c2cc(NC(=O)CCC(F)(F)F)ccc2O1	3.2
CCC(=O)Nc1ccc2c(c1)C(=O)N(C)C[C@@H](OC)[C@@H](C)CN(Cc1ccncc1)[C@@H](C)CO2	-3.5
C[C@@H]1CN([C@H](C)CO)C(=O)c2cc(NS(=O)(=O)c3ccc(F)cc3)ccc2O[C@@H](C)CCCCO[C@@H]1CN(C)Cc1ccc2c(c1)OCO2	3.0
Cc1noc(C)c1NC(=O)Nc1ccc2c(c1)C(=O)N([C@H](C)CO)C[C@@H](C)[C@H](CN(C)Cc1ccc(-c3ccccc3)cc1)O2	-3.6
O=C(Nc1ccccc1F)N[C@@H]1CC[C@@H](CCNC(=O)C2CC2)O[C@@H]1CO	0.1
COc1ccc(S(=O)(=O)N(C)C[C@@H]2Oc3ccc(NC(=O)C4CC4)cc3CC(=O)N([C@@H](C)CO)C[C@H]2C)cc1	-3.1
CCC(=O)N1C[C@H]2[C@@H](c3ccccc31)[C@H](CO)N2C(=O)CC	1.8
C[C@H]1CN([C@@H](C)CO)C(=O)c2cc(NC(=O)NC3CCCCC3)ccc2O[C@@H]1CN(C)Cc1ccncc1	0.0
O=C(C[C@@H]1CC[C@H](NC(=O)C2CCC2)[C@@H](CO)O1)NC1CCCCC1	1.7
CC=Cc1ccc2n(c1=O)C[C@H]1[C@H](CO)[C@@H](C(=O)Nc3nccs3)N(Cc3ccccc3F)[C@@H]21 (mixture of isomers)	-2.2
CC(C)COC(=O)N(C)C[C@H]1OCc2ccccc2-c2ccccc2C(=O)N([C@H](C)CO)C[C@H]1C	1.3
CC(=O)N(C)C[C@@H]1Oc2cc(-c3cccc(F)c3)ccc2S(=O)(=O)N([C@H](C)CO)C[C@H]1C	0.0
Cc1noc(C)c1NC(=O)N[C@H]1CC[C@H](CC(=O)Nc2ccccc2)O[C@H]1CO	-1.7
Cc1noc(C)c1NC(=O)N(C)C[C@H]1Oc2ccc(NC(=O)CCN3CCOCC3)cc2C(=O)N([C@@H](C)CO)C[C@@H]1C	2.8
O=C(C[C@H]1CC[C@@H]2[C@H](COC[C@@H](O)CN2Cc2nccs2)O1)NCc1ccc(Oc2ccccc2)cc1	-0.5
C[C@H](CO)N1C[C@H](C)[C@H](CN(C)Cc2ccc3c(c2)OCO3)Oc2c(NS(=O)(=O)c3cccs3)cccc2C1=O	2.3
C[C@@H]1CN([C@@H](C)CO)C(=O)c2c(c3ccccc3n2C)-c2ccccc2CO[C@@H]1CN(C)C	0.3
Cc1noc(C)c1NC(=O)Nc1cccc2c1O[C@H](CN(C)Cc1ccc(Oc3ccccc3)cc1)[C@@H](C)CN([C@@H](C)CO)C2=O	-0.6
O=C(Cc1ccccc1)N1C[C@@H]2[C@H](c3ccccc31)[C@@H](CO)N2Cc1ccccc1	6.3
O=C(C[C@H]1CC[C@H]2[C@@H](COC[C@@H](O)CN2C(=O)c2cnccn2)O1)N1CCN(c2ccccc2)CC1	-1.4
O=C(C[C@@H]1CC[C@@H]2[C@H](COC[C@H](O)CN2C(=O)c2ccccc2F)O1)NCc1ccc(-c2ccccc2)cc1	-2.9

(list continues)
SMILES	Mtb BioA inh
C[C@@H]1CN([C@@H](C)CO)C(=O)c2cc(-c3ccncc3)cnc2O[C@H]1CN(C)S(=O)(=O)c1ccccc1	4.9
C[C@@H]1CCCCO[C@H](CN(C)C(=O)c2ccncc2)[C@H](C)CN([C@@H](C)CO)C(=O)c2cc(NS(=O)(=O)c3ccc(Cl)cc3)ccc2O1	9.6
C[C@@H]1CCCCO[C@@H](CN(C)S(C)(=O)=O)[C@@H](C)CN([C@@H](C)CO)C(=O)c2cc(NS(=O)(=O)c3ccc(F)cc3)ccc2O1	-0.7
Cc1ccc(S(=O)(=O)Nc2ccc3c(c2)C(=O)N([C@@H](C)CO)C[C@H](C)[C@H](CN(C)Cc2ccccc2)OCCCC[C@H](C)O3)cc1	2.2
COc1ccc(S(=O)(=O)Nc2cccc3c2O[C@@H](CN(C)C(=O)Nc2ccc(C(F)(F)F)cc2)[C@@H](C)CN([C@H](C)CO)C3=O)cc1	-2.9
CC(C)NC(=O)N(C)C[C@H]1Oc2cc(-c3cncnc3)ccc2S(=O)(=O)N([C@@H](C)CO)C[C@@H]1C	0.8
C[C@H]1CCCCO[C@@H](CN(C)S(C)(=O)=O)[C@@H](C)CN([C@@H](C)CO)C(=O)c2cc(N(C)C)ccc2O1	-2.5
CCC(=O)N(C)C[C@@H]1Oc2ncc(C#CCc3ccccc3)cc2C(=O)N([C@@H](C)CO)C[C@H]1C	6.1
O=C(Nc1ccc(Cl)c(Cl)c1)N[C@@H]1CC[C@H](CCn2cc(C3CC3)nn2)O[C@@H]1CO	4.0
C[C@H]1CCCCO[C@@H](CN(C)Cc2ccccc2)[C@@H](C)CN([C@@H](C)CO)C(=O)c2cc(NC(=O)Nc3ccccc3)ccc2O1	0.6
C[C@H](CO)N1C[C@H](C)[C@H](CN(C)C(=O)c2cccc(F)c2)Oc2cc(-c3cccc(F)c3)ccc2S1(=O)=O	-0.6
Cc1noc(C)c1NC(=O)Nc1cccc2c1O[C@@H](CN(C)Cc1ccc3c(c1)OCO3)[C@H](C)CN([C@@H](C)CO)C2=O	-1.5
C[C@@H]1CN([C@@H](C)CO)C(=O)c2cc(NC(=O)Nc3ccccc3)ccc2O[C@@H]1CN(C)Cc1ccc2c(c1)OCO2	0.7
C[C@H](CO)N1C[C@H](C)[C@@H](CN(C)CC2CCCCC2)Oc2c(NC(=O)c3ccc(-c4nccs4)cc3)cccc2C1=O	-1.4
CC(C)(C)[S@@](=O)N1Cc2cc(C(=O)NCc3ccncc3)nc(-c3cccc(-c4cccc(C#N)c4)c3)c2[C@H]1CCO	28
CCCNC(=O)N(C)C[C@@H]1Oc2ncc(-c3ccccc3F)cc2C(=O)N([C@H](C)CO)C[C@@H]1C	-0.2
Cc1cc(C(=O)Nc2cccc3c2O[C@H](CN(C)C(=O)NC(C)C)[C@H](C)CN([C@H](C)CO)C3=O)n(C)n1	-0.2
O=C(Nc1ccc(C(F)(F)F)cc1)Nc1ccc2c(c1)[C@H]1C[C@H](CC(=O)N3CCc4ccccc4C3)O[C@@H](CO)[C@H]1O2	-4.7
COc1ccc(NC(=O)N(C)C[C@@H]2OCCCC[C@@H](C)Oc3ccc(NC(=O)Nc4ccc(F)cc4)cc3C(=O)N([C@@H](C)CO)C[C@H]2C)cc1	-0.8
C[C@@H]1CN([C@H](C)CO)C(=O)c2cc(NC(=O)Nc3ccccc3)ccc2O[C@@H](C)CCCCO[C@H]1CN(C)C(=O)Cc1ccccc1	-0.8
C[C@H](NC(=O)[C@@H]1[C@@H](CO)[C@@H]2Cn3c(cccc3=O)[C@@H]2N1Cc1cccnc1)c1ccccc1	-0.3
C[C@@H]1CN([C@@H](C)CO)C(=O)Cc2cc(NS(C)(=O)=O)ccc2O[C@H]1CN(C)S(=O)(=O)c1ccc(Cl)cc1	0.1
C[C@H]1CN([C@@H](C)CO)C(=O)c2cc(NC(=O)Nc3ccccc3)ccc2O[C@@H]1CN(C)Cc1ccncc1	0.1
O=C(C1CCC1)N1CCCCN2[C@H](C1)[C@H](c1ccc(-c3ccncc3)cc1)[C@@H]2CO	0.4
C[C@H](CO)N1C[C@H](C)[C@H](CN(C)C(=O)NC2CCCCC2)Oc2ncc(C#Cc3cccc(F)c3)cc2C1=O	5.4
CCCNC(=O)N[C@@H]1C=C[C@@H](CC(=O)NC2CCCCC2)O[C@H]1CO	-2.4
C[C@H]1CN([C@@H](C)CO)C(=O)Cc2cc(NC(=O)Nc3ccc4c(c3)OCO4)ccc2O[C@@H]1CN(C)Cc1ccncc1	3.8
C[C@@H]1CN([C@@H](C)CO)C(=O)c2cccc(NC(=O)c3ccncc3)c2O[C@H]1CN(C)S(=O)(=O)c1cn(C)cn1	-0.8

Molecules listed so far that contain a Cl atom (5):
SMILES	Mtb BioA inh
C[C@@H]1CN([C@@H](C)CO)C(=O)c2cccc(NS(=O)(=O)c3ccc(Cl)cc3)c2O[C@@H]1CN(C)S(=O)(=O)c1cn(C)cn1	-1.3
C[C@@H]1CN([C@H](C)CO)C(=O)c2cc(NS(=O)(=O)c3ccc(Cl)cc3)ccc2O[C@@H]1CN(C)Cc1ccc(C(F)(F)F)cc1	0.7
C[C@@H]1CCCCO[C@H](CN(C)C(=O)c2ccncc2)[C@H](C)CN([C@@H](C)CO)C(=O)c2cc(NS(=O)(=O)c3ccc(Cl)cc3)ccc2O1	9.6
O=C(Nc1ccc(Cl)c(Cl)c1)N[C@@H]1CC[C@H](CCn2cc(C3CC3)nn2)O[C@@H]1CO	4.0
C[C@@H]1CN([C@@H](C)CO)C(=O)Cc2cc(NS(C)(=O)=O)ccc2O[C@H]1CN(C)S(=O)(=O)c1ccc(Cl)cc1	0.1

Structures listed so far with a thiophene ring, fused or not:
SMILES	Mtb BioA inh
C[C@@H]1CN([C@@H](C)CO)C(=O)c2cccc(NC(=O)Nc3cccc4ccccc34)c2O[C@H]1CN(C)S(=O)(=O)c1cccs1	-1.1
C[C@@H]1CN([C@H](C)CO)C(=O)c2cccc(NC(=O)c3cnccn3)c2O[C@@H]1CN(C)S(=O)(=O)c1cccs1	-3.0
C[C@H](CO)N1C[C@H](C)[C@H](CN(C)Cc2ccc3c(c2)OCO3)Oc2c(NS(=O)(=O)c3cccs3)cccc2C1=O	2.3

This is a subset. The share of hits here may be higher or lower than overall.
